Rab2 wt GTP: changes GTP binding to wildtype dog Rab2A, up or down; P61105; GST-Rab2 wt beads, Bodipy-GTP binding, flow cytometry; GTP binding activity, % at 10 µM; 190,000 compounds, 0.19% hits; AID 760;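 active = GTP binding activity at least 20 points away from 100%, either lowered or raised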;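 also: 0% = beads with excess unlabeled GTP and 100% = no-compound control corrected for plate trend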
RGS8-Gao reg: modulates binding of RGS8 to human Galphao; multiplexed bead flow cytometry; actives lie on both sides; P09471; response (percent of control binding), % at 10 µM; 220,000 compounds, 0.34% hits; in the data active = response below about 60% or above about 140%; inactive = in between;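 also: Galphao activated as the GDP aluminium fluoride complex binding bead-coupled RGS8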
Target sequence (P09471 whole entry, looked up): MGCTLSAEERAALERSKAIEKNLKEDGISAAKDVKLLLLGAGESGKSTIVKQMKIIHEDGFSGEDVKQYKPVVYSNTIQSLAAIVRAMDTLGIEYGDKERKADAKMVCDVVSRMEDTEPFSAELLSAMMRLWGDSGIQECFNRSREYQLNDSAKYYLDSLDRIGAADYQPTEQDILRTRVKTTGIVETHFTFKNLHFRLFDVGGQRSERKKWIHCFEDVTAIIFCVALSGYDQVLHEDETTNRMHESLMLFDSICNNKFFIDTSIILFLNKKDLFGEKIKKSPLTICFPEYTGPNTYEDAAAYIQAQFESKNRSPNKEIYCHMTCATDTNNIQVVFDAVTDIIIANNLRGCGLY
Pf gamet viab: inhibitors of late stage P. falciparum gametocyte viability. P. falciparum stage V gametocytes, ATP luminescence, 24 h. inhibition, % at 10.9 µM. 150,000 compounds, 0.065% hits. AID 743093;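 active = inhibition above the mean plus 3 SD of compounds within the control limits, set per campaign, cut at about 38% in these data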;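 also: 0% = DMSO wells and 100% = medium only without gametocytes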
Rac1 wt modul: alters GTP binding to wildtype human Rac1. 190,000 compounds, 0.27% hits. P63000. GST-Rac1 beads, fluorescent GTP binding, flow cytometry; actives lie on both sides; 0 = cold GTP competed, 100 = untreated. GTP binding activity (% of control), % at 10 µM;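 active = GTP binding activity at least 20 points away from the 100% control level, either lower or higher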
HRas wt GTP: changes GTP binding to wildtype human HRas; GST-Ras wt beads, Bodipy-FL-GTP binding, flow cytometry; actives lie on both sides; P01112; 190,000 compounds, 0.14% hits; AID 759; GTP binding activity, % at 10 µM;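 active = GTP binding activity at least 20% away from the 100% baseline, either lowered as inhibitor or raised as activator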;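 also: 0% = unlabeled GTP competition control and 100% = no-compound control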
Target sequence (P01112 whole entry, looked up): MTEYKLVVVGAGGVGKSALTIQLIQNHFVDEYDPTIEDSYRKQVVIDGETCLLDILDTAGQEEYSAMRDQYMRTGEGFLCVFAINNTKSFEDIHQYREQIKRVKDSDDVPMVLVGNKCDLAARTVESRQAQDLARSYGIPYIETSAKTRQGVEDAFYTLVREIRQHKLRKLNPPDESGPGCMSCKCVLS
Rab7 wt GTP bind: modulators of GTP binding to dog Rab7 wildtype GTPase; GST-Rab7 beads, fluorescent GTP binding, flow cytometry; actives lie on both sides; untreated = 100%, excess cold GTP = 0%; GTP binding activity (percent of control), % at 10 µM; 190,000 compounds, 0.055% hits;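 active = fluorescent GTP binding to Rab7 beads changed by at least 20 points from the 100% baseline, either direction, mostly lower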;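 also: median green fluorescence of bound Bodipy-FL-GTP per Rab7 bead population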
Rac1 mut GTP: alters GTP binding to activated mutant human Rac1. GST-Rac1 activated beads, fluorescent GTP binding, flow cytometry; actives lie on both sides; 100% means binding = to untreated wells. percent activity (GTP binding), % at 10 µM. 190,000 compounds, 0.11% hits. AID 764;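 active = GTP binding at least 20 percentage points away from the 100% baseline, in either direction, so actives lie on both sides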
Bim-Mcl-1: inhibitors of Bim-Mcl-1 interaction, human; 190,000 compounds, 0.1% hits; inhibition, % at 10 µM; Q07820; Bead-based flow cytometry, Bim peptide-Mcl-1 binding; in the data active = inhibition above about 40%;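 also: 0% = no compound tracer wells and 100% = peptide blocker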
Target sequence (Q07820 whole entry, looked up): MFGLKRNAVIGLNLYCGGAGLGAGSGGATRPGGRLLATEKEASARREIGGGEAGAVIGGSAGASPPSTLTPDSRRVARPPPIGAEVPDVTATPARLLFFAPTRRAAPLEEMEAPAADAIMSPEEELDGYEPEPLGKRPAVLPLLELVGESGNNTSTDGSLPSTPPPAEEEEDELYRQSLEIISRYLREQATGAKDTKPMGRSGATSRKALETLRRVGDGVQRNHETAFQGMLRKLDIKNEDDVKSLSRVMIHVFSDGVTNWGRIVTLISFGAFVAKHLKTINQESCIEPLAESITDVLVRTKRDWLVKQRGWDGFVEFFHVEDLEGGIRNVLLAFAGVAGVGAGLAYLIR
Cdc42 wt GTP: human Cdc42 wildtype GTP binding change, either direction; P60953; GST-Cdc42 beads, Bodipy-GTP binding, flow cytometry; actives lie on both sides; percent activity (GTP binding), % at 10 µM; 190,000 compounds, 0.2% hits;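 active = percent activity GTP binding at least 20 points away from the 100% baseline, either down as inhibitor or up as activator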;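 also: median bead fluorescence of bound Bodipy-FL-GTP at 100 nM; 0% = excess unlabeled GTP control and 100% = no compound control; below 100% means less GTP binding so inhibitor and above means activator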
Mcl1 Noxa PPI: Mcl-1/Noxa interaction inhibition; Q07820; TR-FRET Mcl-1/Noxa peptide binding, 2 h; inhibition, % at 21.7 µM; 220,000 compounds, 1.5% hits;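 active = compounds that cut the protein-peptide binding signal by more than 50% relative to plate controls in a single-dose test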;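 also: His-tagged Mcl-1 with rhodamine Noxa BH3 peptide and terbium anti-His antibody; 0% = Mcl-1 plus Noxa peptide wells and 100% = peptide-only wells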
Mcl1-Bid inh: Mcl-1/Bid interaction inhibition; inhibition, % at 21.7 µM; TR-FRET Mcl-1/Bid-Dy647 peptide binding, 1536-well; 220,000 compounds, 0.97% hits; AID 1021;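 active = compounds that cut the binding signal by more than half at the single screening dose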;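 also: His-tagged Mcl-1 with europium anti-His antibody binding Bid BH3 peptide; 0% = Mcl-1 plus peptide wells and 100% = peptide-only wells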
Starred values were filed as active, the others as inactive; . = not tested or not shown.

SMILES	Rab2 wt GTP	RGS8-Gao reg	Pf gamet viab	Rac1 wt modul	HRas wt GTP	Rab7 wt GTP bind	Rac1 mut GTP	Bim-Mcl-1	Cdc42 wt GTP	Mcl1 Noxa PPI	Mcl1-Bid inh
COc1ccc(Cn2c(=S)[nH]c3ccccc32)cc1	93	101	12	93	93	92	91	1	94	2	-54
COC(=O)C1CCN(C(=O)c2cc3ccccc3oc2=O)CC1	99	98	.	103	101	97	100	1	103	-8	-27
O=C(Nc1cccnc1)c1cccc(-c2cc3ccccc3oc2=O)c1	96	98	5	98	97	102	96	-1	94	28	57*
COc1ccc(/C=C/C(=O)c2cc(F)ccc2OC(=O)c2ccccc2C)cc1OC	99	102	.	108	101	101	102	1	104	19	-6
COc1ccc(S(=O)(=O)Nc2ccccn2)cc1OC	100	105	-1	101	99	97	98	-3	98	11	-3
CC(=O)Nc1ccc(S(=O)(=O)N2CCC(NC(=O)c3ccco3)CC2)cc1	98	99	.	98	99	98	97	5	100	-2	3
S=c1[nH]nc(-c2ccncc2)n1/N=C/C=C/c1ccco1	104	99	.	94	102	95	91	-4	110	36	-17
O=C(COc1ccc2ccc(=O)oc2c1)Nc1ccc2c(c1)OCCO2	99	104	-6	101	102	100	95	-1	102	19	-32
Cc1ccc(-c2cccc(OC(=O)c3ccccc3F)c2)cc1	95	103	.	97	97	95	96	0	97	15	-8
COc1ccccc1NS(=O)(=O)c1cccc(C(=O)NN=C2CCCC2)c1	97	102	9	97	101	96	95	-3	99	14	-23
CC(NC(=O)C1C(=O)N(CCO)C2(C)CC1c1ccccc1O2)c1ccccc1 (stereo unspecified)	103	101	.	107	102	103	101	-2	104	-16	-15
Cc1cc(C)n(CCc2nc(-c3cccs3)cs2)n1	100	103	1	101	98	103	99	-9	105	9	18
COc1ccc(NC(=O)N(Cc2cc3cc(OC)c(OC)cc3[nH]c2=O)CC2CCCO2)cc1 (stereo unspecified)	98	96	.	97	96	98	93	-1	94	20	-9
CCS(=O)(=O)c1ccc(O)c(NC(=O)COc2ccccc2)c1	93	105	.	92	95	92	95	-2	96	.	-19
COc1ccc(C(=O)Nc2ccccc2C(=O)NCCN2CCOCC2)cc1	97	95	-23	97	97	97	96	-2	101	8	-3
COc1ccc(-c2cc(C(F)(F)F)c(C#N)c(SCC(=O)O)n2)cc1	97	105	7	97	95	103	92	-3	97	6	15
OC(COc1ccc(C2C=CCC2)cc1)CN1CCCCC1 (stereo unspecified)	102	101	.	107	101	101	101	2	104	8	-10
COc1ccc(N=C2CCS(=O)(=O)c3sccc32)cc1	99	93	-4	102	100	104	98	-1	101	15	-38
COC(=O)Cn1c(CN2CCc3ccccc3C2)nc2c1c(=O)n(C)c(=O)n2C	96	101	.	97	97	95	97	-2	97	-8	-20
CCC1(C(=O)O)NC(c2cccc(OC)c2O)C2C(=O)N(c3ccccc3)C(=O)C21 (stereo unspecified)	99	99	.	97	97	97	96	0	97	12	-32
COc1ccc(OC)c(S(=O)(=O)N2CCC(C(=O)NCc3ccccc3)CC2)c1	99	101	-13	110	102	99	99	-4	104	-3	3
C1CCN(c2nc3nonc3nc2N2CCCC2)C1	97	98	.	99	97	97	98	-1	99	-9	-5
CC1CCCCC1NC(=O)CCS(=O)(=O)c1cccc2nonc12 (stereo unspecified)	100	98	.	100	100	97	98	-1	102	0	-3
Cc1ccc(Cn2c(CN3CC(C)OC(C)C3)nc3c2c(=O)n(C)c(=O)n3C)cc1 (stereo unspecified)	99	100	.	100	98	101	100	0	99	-2	-11
CC(C)(C)C1CCc2sc(C(=O)NNC(=O)CCl)cc2C1 (stereo unspecified)	93	100	11	95	94	94	93	2	91	-3	-25
CCOC(=O)c1cnn(-c2ccccc2)c1-n1cccc1C(=O)C(=O)N(C)C	96	103	-29	95	95	97	93	1	96	2	-9
N#CC1=C(N)OC2=C(C(=O)CC(c3ccco3)C2)C1c1ccc(OCc2c(F)cccc2Cl)cc1 (stereo unspecified)	107	100	.	104	105	103	101	0	105	-4	-12
CCCS(=O)(=O)N1CCN(C(=O)CCC2CCCC2)CC1	102	100	.	106	101	99	101	0	101	-11	-13
Cc1cc(C)c2c(=O)[nH]n(C(C)C)c2n1	102	98	.	108	101	98	98	-5	102	13	-27
Cn1c(Sc2ccc(Cl)cc2)c(C=O)c2ccccc21	95	100	.	97	96	100	94	0	97	-7	2
CCc1cccc(C)c1NC(=S)N(CCCN1CCN(C)CC1)Cc1cccs1	98	101	-9	98	99	96	93	0	96	9	-18
CC[C@H](C)[C@@H]1NC(=O)c2cc([N+](=O)[O-])cc(I)c2NCC[C@@H](C(N)=O)NC(=O)[C@H](CCCN=C(N)N)NC1=O	101	107	-24	102	98	96	98	0	102	10	-3
O=C(COc1ccc(Cl)cc1)Nc1cnn(Cc2c(Cl)cccc2Cl)c1	102	98	-37	100	101	102	97	-6	101	-14	-2
Cc1cc(NC(=O)CCC(=O)N(Cc2ccco2)C(C)(C)C(=O)NC2CCCCC2)no1	99	102	16	104	101	100	100	-2	101	9	-12
CC(C)(C)c1ccc(Cn2nnc3c(=O)[nH]c(C4CCN(C(=O)Cc5cccs5)CC4)nc32)cc1	89	107	6	87	90	89	89	1	88	21	11
COc1ccc(C(=O)Nc2ccccc2N2CCN(C(=O)C(C)C)CC2)cc1Cl	97	101	.	102	101	100	100	-6	103	8	0
CC(=O)O[C@@H]1[C@@]2(C)O[C@H]2CC[C@]23O[C@H]2[C@H](OC3=O)C2=C(C)C(=O)O[C@@]21O	100	101	9	104	102	98	99	0	102	-2	0
COc1cccc(/C(O)=C2/C(=O)C(=O)N(CCN(C)C)C2c2ccc(Br)cc2)c1 (stereo unspecified)	104	97	-5	98	100	96	99	-1	101	17	-54
COc1ccc(OC)c(S(=O)(=O)Nc2ccccc2SC)c1	99	99	-15	102	99	101	98	11	100	-1	-21
O=S(=O)(NCC(O)COCc1ccco1)c1cccs1 (stereo unspecified)	94	99	2	101	97	98	95	-1	100	15	-22
Cc1cc(=O)[nH]c(SCC(=O)N2CCN(C(c3ccccc3)c3ccccc3)CC2)n1	99	99	.	100	101	101	94	-2	99	4	-49
O=C(/C=C/c1ccccc1)NCc1ccco1	99	99	.	100	98	100	97	-3	100	-6	-32
Cc1ccc(CNC(=O)c2ccc3c(=O)n(CC4CCCO4)c(=S)[nH]c3c2)cc1 (stereo unspecified)	95	103	4	99	96	92	96	-1	101	0	-80
O=c1cc(CCl)nc2sc3ccccc3n12	97	100	14	94	96	102	95	9	96	46	-44
CCOc1ccc(NS(=O)(=O)c2ccc(NC(C)=O)c(OC)c2)cc1	102	97	-1	103	102	103	97	-3	102	-19	-10
Cc1ccc(C(=O)Nc2sc(C)c(C)c2C(=O)c2ccccc2)cc1	103	83	-8	102	103	101	100	-15	102	4	6
CCn1c(SCc2nc3ccccc3[nH]2)nnc1-c1cnccn1	98	103	.	104	98	102	98	0	100	7	-24
Nc1ccc2c3c(cccc13)CC2	108	102	-2	105	108	107	101	4	110	32	-115
CC1(C)C(=O)OC(c2cccn2-c2ccc([N+](=O)[O-])cc2)C(C)(C)C1=O (stereo unspecified)	98	96	-10	103	99	102	101	-3	103	5	-33
COc1ccc(OC)c(C(=O)c2nc3c(n2O)CCCCC3)c1	100	103	.	103	100	99	99	2	99	9	-31
CC1CCCCC1NC(=O)c1ccc(CSc2nc3ccncc3[nH]2)cc1 (stereo unspecified)	99	95	.	102	98	95	97	0	100	-18	-1
O=C(NCCCN1CCCC1)Nc1cccc2ccccc12	94	99	-11	97	94	93	95	-2	94	-1	-10
Cc1c(C(=O)NCc2ccccn2)sc2nc(-c3ccccc3)cn12	96	98	.	103	98	99	99	-1	104	-15	-7
CCOc1ccc(-n2cnnn2)cc1S(=O)(=O)Nc1c(C)cccc1C	97	98	-13	98	99	99	92	0	98	0	-22

Another view of 12 compounds above.
Every second line gives: Rab2 wt GTP, RGS8-Gao reg, Pf gamet viab, Rac1 wt modul, HRas wt GTP, Rab7 wt GTP bind, Rac1 mut GTP, Bim-Mcl-1, Cdc42 wt GTP, Mcl1 Noxa PPI, Mcl1-Bid inh
> Cc1ccc(CNC(=O)c2ccc3c(=O)n(CC4CCCO4)c(=S)[nH]c3c2)cc1 (stereo unspecified)
  95, 103, 4, 99, 96, 92, 96, -1, 101, 0, -80
> O=c1cc(CCl)nc2sc3ccccc3n12
  97, 100, 14, 94, 96, 102, 95, 9, 96, 46, -44
> CCOc1ccc(NS(=O)(=O)c2ccc(NC(C)=O)c(OC)c2)cc1
  102, 97, -1, 103, 102, 103, 97, -3, 102, -19, -10
> Cc1ccc(C(=O)Nc2sc(C)c(C)c2C(=O)c2ccccc2)cc1
  103, 83, -8, 102, 103, 101, 100, -15, 102, 4, 6
> CCn1c(SCc2nc3ccccc3[nH]2)nnc1-c1cnccn1
  98, 103, ., 104, 98, 102, 98, 0, 100, 7, -24
> Nc1ccc2c3c(cccc13)CC2
  108, 102, -2, 105, 108, 107, 101, 4, 110, 32, -115
> CC1(C)C(=O)OC(c2cccn2-c2ccc([N+](=O)[O-])cc2)C(C)(C)C1=O (stereo unspecified)
  98, 96, -10, 103, 99, 102, 101, -3, 103, 5, -33
> COc1ccc(OC)c(C(=O)c2nc3c(n2O)CCCCC3)c1
  100, 103, ., 103, 100, 99, 99, 2, 99, 9, -31
> CC1CCCCC1NC(=O)c1ccc(CSc2nc3ccncc3[nH]2)cc1 (stereo unspecified)
  99, 95, ., 102, 98, 95, 97, 0, 100, -18, -1
> O=C(NCCCN1CCCC1)Nc1cccc2ccccc12
  94, 99, -11, 97, 94, 93, 95, -2, 94, -1, -10
> Cc1c(C(=O)NCc2ccccn2)sc2nc(-c3ccccc3)cn12
  96, 98, ., 103, 98, 99, 99, -1, 104, -15, -7
> CCOc1ccc(-n2cnnn2)cc1S(=O)(=O)Nc1c(C)cccc1C
  97, 98, -13, 98, 99, 99, 92, 0, 98, 0, -22
